RGS7-Gao: human RGS7-Galphao interaction regulation. Multiplexed bead flow cytometry, RGS7-Galphao binding; actives lie on both sides. binding response (% of control), % at 10 µM. 220,000 compounds, 0.35% hits. AID 1439; in the data active = binding response below about 49% or above about 150%; inconclusive = no clear call, values can overlap the other calls; inactive = in between;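 note: fluorescent Galphao held in activated GDP-AlF4 state binding bead-coupled RGS7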
Mcl-1 Bim block: disrupts Bim peptide binding to human Mcl-1. 190,000 compounds, 0.1% hits. Q07820. inhibition, % at 10 µM. Bead-based flow cytometry, Bim peptide-Mcl-1 binding; in the data active = inhibition above about 40%;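 note: 0% = no compound tracer wells and 100% = peptide blocker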
Target sequence (Q07820 whole entry, looked up): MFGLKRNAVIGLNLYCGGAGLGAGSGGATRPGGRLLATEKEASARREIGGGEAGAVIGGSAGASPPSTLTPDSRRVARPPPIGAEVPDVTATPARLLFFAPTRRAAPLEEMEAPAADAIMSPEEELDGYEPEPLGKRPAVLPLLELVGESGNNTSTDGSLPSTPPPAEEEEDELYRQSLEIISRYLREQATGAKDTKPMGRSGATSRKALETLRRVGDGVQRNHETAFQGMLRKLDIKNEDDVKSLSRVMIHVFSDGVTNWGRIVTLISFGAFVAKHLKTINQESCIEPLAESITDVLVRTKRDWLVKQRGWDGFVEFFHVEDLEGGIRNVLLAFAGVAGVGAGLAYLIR
Avidin bead fluor: compound fluoresces at 488/530 nm on avidin beads; fluorescence (KMESF) at 10 µM; 220,000 compounds, 0.38% hits; compound fluorescence 488/530 nm, flow cytometry; stronger effect = higher value; AID 1775; in the data active = fluorescence above about 47; note: inactives centre near 10
RGS4-Gao reg: modulates binding of RGS4 to human Galphao; binding response (% of control), % at 10 µM; P09471; Multiplexed bead flow cytometry; actives lie on both sides; 220,000 compounds, 0.33% hits; in the data active = binding response below about 49% or above about 150%; inactive = in between;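 note: fluorescent Galphao activated with aluminum fluoride binding bead-coupled RGS4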
ABCG2 block: human ABCG2 inhibition, ABCB1 as counter-screen. 190,000 compounds, 0.1% hits. AID 1325. inhibition, % at 6.6 µM. IgMXP3 cells, JC-1 efflux, flow cytometry;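 active = inhibition above 80%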;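 note: 0% = DMSO and 100% = nicardipine control wells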
Target sequence (Q9UNQ0 whole entry, looked up): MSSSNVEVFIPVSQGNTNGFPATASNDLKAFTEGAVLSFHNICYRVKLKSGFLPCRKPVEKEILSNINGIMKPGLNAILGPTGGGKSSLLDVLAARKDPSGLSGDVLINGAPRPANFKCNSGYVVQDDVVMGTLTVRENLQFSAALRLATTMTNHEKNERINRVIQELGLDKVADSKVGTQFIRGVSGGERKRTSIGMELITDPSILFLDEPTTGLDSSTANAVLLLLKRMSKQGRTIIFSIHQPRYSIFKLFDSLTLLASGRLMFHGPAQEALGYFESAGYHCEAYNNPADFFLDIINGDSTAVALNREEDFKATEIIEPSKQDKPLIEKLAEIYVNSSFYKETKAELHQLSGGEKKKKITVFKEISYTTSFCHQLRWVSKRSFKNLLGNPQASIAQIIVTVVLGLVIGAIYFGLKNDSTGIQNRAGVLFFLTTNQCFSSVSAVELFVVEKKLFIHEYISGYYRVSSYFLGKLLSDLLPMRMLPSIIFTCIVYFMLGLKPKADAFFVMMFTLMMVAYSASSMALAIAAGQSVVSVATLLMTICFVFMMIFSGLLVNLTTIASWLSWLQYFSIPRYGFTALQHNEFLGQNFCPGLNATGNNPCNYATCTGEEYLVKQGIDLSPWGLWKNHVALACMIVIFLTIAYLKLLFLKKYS
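Measure – % inhibition of efflux relative to nicardipine and DMSO · Test system – ABCG2 IgMXP3 and barcoded ABCB1 CCRF-Adr cell mix · Control set – nicardipine as high control, DMSO as low control · Compound – one concentration, 6.6 µM final · Signal – flow cytometry of retained JC-1 fluorescence · Timing – 10 min exposure at 25 °C with rotation, no wash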
GSH bead fluor: compound fluoresces at 488/530 nm on GSH beads; 190,000 compounds, 0.25% hits; GSH beads flow cytometry, compound fluorescence 488/530 nm; stronger effect = higher value; fluorescence (KMESF) at 10 µM; in the data active = fluorescence above about 89;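 note: glutathione beads carrying GST-tagged Bcl family fusion proteins plus one bare bead set; values are compound well signal with DMSO vehicle wells as background; inactives centre near 16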
Mcl1-Bid inh: disrupts binding of human Mcl-1 to Bid peptide; 220,000 compounds, 0.97% hits; inhibition, % at 21.7 µM; TR-FRET Mcl-1/Bid-Dy647 peptide binding, 1536-well; Q07820;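 active = compounds that cut the binding signal by more than half at the single screening dose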;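 note: His-tagged Mcl-1 with europium anti-His antibody binding Bid BH3 peptide; 0% = Mcl-1 plus peptide wells and 100% = peptide-only wells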
RGS8-Gao reg: modulates binding of RGS8 to human Galphao; 220,000 compounds, 0.34% hits; AID 1423; multiplexed bead flow cytometry; actives lie on both sides; P09471; response (percent of control binding), % at 10 µM; in the data active = response below about 60% or above about 140%; inactive = in between;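 note: Galphao activated as the GDP aluminium fluoride complex binding bead-coupled RGS8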
ABCB1 block: inhibitors of human ABCB1 transporter, ABCG2 counter-screen | CCRF-Adr cells, JC-1 efflux, flow cytometry | inhibition, % at 6.6 µM | 190,000 compounds, 0.067% hits; in the data active = inhibition above about 40%;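 note: 0% = vehicle and 100% = reference inhibitor; higher value means more JC-1 retained so stronger ABCB1 efflux block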
Mcl1-Noxa inh: Mcl-1/Noxa interaction inhibition. Q07820. TR-FRET Mcl-1/Noxa peptide binding, 2 h. inhibition, % at 21.7 µM. 220,000 compounds, 1.5% hits;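 active = compounds that cut the protein-peptide binding signal by more than 50% relative to plate controls in a single-dose test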;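 note: His-tagged Mcl-1 with rhodamine Noxa BH3 peptide and terbium anti-His antibody; 0% = Mcl-1 plus Noxa peptide wells and 100% = peptide-only wells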
Pf gametocyte: kills late stage P. falciparum gametocytes; P. falciparum stage V gametocytes, ATP luminescence, 24 h; AID 743093; 150,000 compounds, 0.065% hits; inhibition, % at 10.9 µM;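 active = inhibition above the mean plus 3 SD of compounds within the control limits, set per campaign, cut at about 38% in these data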;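 note: 0% = DMSO wells and 100% = medium only without gametocytes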
Starred values were filed as active, the others as inactive.

What do the screens show for `Cc1ccc(NC(=O)CN2C(=O)N/C(=C/c3ccco3)C2=O)cc1`?
RGS7-Gao: 95; Mcl-1 Bim block: 1; Avidin bead fluor: 15; RGS4-Gao reg: 96; ABCG2 block: 1; GSH bead fluor: 18; Mcl1-Bid inh: -23; RGS8-Gao reg: 94; ABCB1 block: 0.3; Mcl1-Noxa inh: 61*

How did CCn1c2c(c3cc(Br)ccc31)CCC/C2=N\O do in these assays?
RGS7-Gao: 99; Mcl-1 Bim block: -3; Avidin bead fluor: 18; RGS4-Gao reg: 96; ABCG2 block: 4; GSH bead fluor: 27; Mcl1-Bid inh: -33; RGS8-Gao reg: 100; ABCB1 block: 0.5; Mcl1-Noxa inh: -4; Pf gametocyte: -70

Results for COc1ccccc1/C(O)=C(\C#N)c1nc2ccccc2[nH]1 ?
RGS7-Gao: 95; Mcl-1 Bim block: 0; Avidin bead fluor: 12; RGS4-Gao reg: 97; ABCG2 block: 8; GSH bead fluor: 10; Mcl1-Bid inh: -2; RGS8-Gao reg: 99; ABCB1 block: 0.0; Mcl1-Noxa inh: 4; Pf gametocyte: 13

What do the screens show for `Cc1cccc(C(=O)NCCc2ccc(S(N)(=O)=O)cc2)c1[N+](=O)[O-]`?
RGS7-Gao: 88; Mcl-1 Bim block: -4; Avidin bead fluor: 4; RGS4-Gao reg: 90; ABCG2 block: 8; GSH bead fluor: 9; Mcl1-Bid inh: -16; RGS8-Gao reg: 87; ABCB1 block: 0.1; Mcl1-Noxa inh: -12; Pf gametocyte: -9

How did O=C(Cn1cnc2ccccc2c1=O)Nc1ccc(S(=O)(=O)N2CCCC2)cc1 do in these assays?
RGS7-Gao: 97; Mcl-1 Bim block: 3; Avidin bead fluor: 11; RGS4-Gao reg: 103; ABCG2 block: 0; GSH bead fluor: 19; Mcl1-Bid inh: -12; RGS8-Gao reg: 102; ABCB1 block: 0.2; Mcl1-Noxa inh: 11; Pf gametocyte: 3

How did O=C(NNC1=NCCC1)c1cccc(Br)c1 do in these assays?
RGS7-Gao: 102; Mcl-1 Bim block: 0; Avidin bead fluor: 10; RGS4-Gao reg: 101; ABCG2 block: 1; GSH bead fluor: 16; Mcl1-Bid inh: 0; RGS8-Gao reg: 101; ABCB1 block: 0.3; Mcl1-Noxa inh: 14

What do the screens show for `C=CCn1c(NCc2c[nH]c3ccccc23)nc2ccccc21`?
RGS7-Gao: 109; Mcl-1 Bim block: -7; Avidin bead fluor: 5; RGS4-Gao reg: 121; ABCG2 block: 2; GSH bead fluor: 23; Mcl1-Bid inh: -32; RGS8-Gao reg: 122; ABCB1 block: 0.2; Mcl1-Noxa inh: 9

Results for Clc1ccccc1OCCN1CCC(Cc2ccccc2)CC1 ?
RGS7-Gao: inconclusive; Mcl-1 Bim block: -3; Avidin bead fluor: 10; RGS4-Gao reg: 98; ABCG2 block: 20; GSH bead fluor: 17; Mcl1-Bid inh: 63*; RGS8-Gao reg: 99; ABCB1 block: 1.6; Mcl1-Noxa inh: 30; Pf gametocyte: -3

Results for COC(=O)C1=NNC2(c3ccc(C)cc3)C(=O)N(c3ccc(C)cc3)C(=O)C12 (centres undefined) ?
RGS7-Gao: 96; Mcl-1 Bim block: -2; Avidin bead fluor: 8; RGS4-Gao reg: 98; ABCG2 block: 1; GSH bead fluor: 12; Mcl1-Bid inh: -13; RGS8-Gao reg: 98; ABCB1 block: 0.3; Mcl1-Noxa inh: -1; Pf gametocyte: 12

What do the screens show for `c1ccc(Cn2c(Sc3nnnn3-c3ccccc3)nnc2-c2ccccc2)cc1`?
RGS7-Gao: 97; Mcl-1 Bim block: -2; Avidin bead fluor: 4; RGS4-Gao reg: 88; ABCG2 block: 0; GSH bead fluor: 36; Mcl1-Bid inh: -8; RGS8-Gao reg: 89; ABCB1 block: 0.9; Mcl1-Noxa inh: 23

Results for COc1ccccc1OCCNC(=O)C(c1ccccc1)c1ccccc1 ?
RGS7-Gao: inconclusive; Avidin bead fluor: 7; RGS4-Gao reg: 100; Mcl1-Bid inh: -6; RGS8-Gao reg: 100; Mcl1-Noxa inh: -21; Pf gametocyte: 10

Results for Cc1ccc(C)c(NC(=O)C(=O)NCCc2c[nH]c3ccccc23)c1 ?
RGS7-Gao: 98; Mcl-1 Bim block: 1; Avidin bead fluor: 12; RGS4-Gao reg: 100; ABCG2 block: 4; GSH bead fluor: 9; Mcl1-Bid inh: -33; RGS8-Gao reg: 101; ABCB1 block: 0.1; Mcl1-Noxa inh: -3; Pf gametocyte: -1

Structures shown so far that contain an aryl methoxy group, in the order listed:
Results for COc1ccccc1/C(O)=C(\C#N)c1nc2ccccc2[nH]1 ?
RGS7-Gao: 95; Mcl-1 Bim block: 0; Avidin bead fluor: 12; RGS4-Gao reg: 97; ABCG2 block: 8; GSH bead fluor: 10; Mcl1-Bid inh: -2; RGS8-Gao reg: 99; ABCB1 block: 0.0; Mcl1-Noxa inh: 4; Pf gametocyte: 13

Results for COc1ccccc1OCCNC(=O)C(c1ccccc1)c1ccccc1 ?
RGS7-Gao: inconclusive; Avidin bead fluor: 7; RGS4-Gao reg: 100; Mcl1-Bid inh: -6; RGS8-Gao reg: 100; Mcl1-Noxa inh: -21; Pf gametocyte: 10

Further entries
What do the screens show for `Cc1c(NC2=C(Cl)C(=O)N(c3ccccc3Cl)C2=O)c(=O)n(-c2ccccc2)n1C`?
RGS7-Gao: 98; Mcl-1 Bim block: -3; Avidin bead fluor: 7; RGS4-Gao reg: 99; ABCG2 block: 3; GSH bead fluor: 17; Mcl1-Bid inh: -21; RGS8-Gao reg: 99; ABCB1 block: 0.1; Mcl1-Noxa inh: 2; Pf gametocyte: -7

Results for Cc1nc(NCc2cccnc2)c2c3c(sc2n1)CCCC3 ?
RGS7-Gao: 99; Mcl-1 Bim block: 2; Avidin bead fluor: 10; RGS4-Gao reg: 102; ABCG2 block: 2; GSH bead fluor: 23; Mcl1-Bid inh: -31; RGS8-Gao reg: 103; ABCB1 block: 0.8; Mcl1-Noxa inh: 4; Pf gametocyte: -7

What do the screens show for `CCN(CC)CCCNC(=O)C1c2ccccc2Oc2ccccc21`?
RGS7-Gao: 103; Mcl-1 Bim block: -1; Avidin bead fluor: 10; RGS4-Gao reg: 99; ABCG2 block: 2; GSH bead fluor: 23; Mcl1-Bid inh: -3; RGS8-Gao reg: 104; ABCB1 block: 0.7; Mcl1-Noxa inh: -12; Pf gametocyte: 0

How did Nc1nc(Cl)cc(Nc2ccccc2Cl)n1 do in these assays?
RGS7-Gao: inconclusive; Avidin bead fluor: 9; RGS4-Gao reg: 98; Mcl1-Bid inh: -48; RGS8-Gao reg: 100; Mcl1-Noxa inh: -20

What do the screens show for `CC(=O)NC1C(=O)N(Cc2ccccc2)c2ccc(Br)cc21` (centres undefined)?
RGS7-Gao: inconclusive; Avidin bead fluor: 14; RGS4-Gao reg: 105; Mcl1-Bid inh: -1; RGS8-Gao reg: 102; Mcl1-Noxa inh: -1; Pf gametocyte: 4

What do the screens show for `COc1ccc(-c2nc(N)n(S(=O)(=O)c3ccc(C)cc3)n2)cc1`?
RGS7-Gao: 104; Mcl-1 Bim block: 0; Avidin bead fluor: 6; RGS4-Gao reg: 100; ABCG2 block: 3; GSH bead fluor: 19; Mcl1-Bid inh: -19; RGS8-Gao reg: 97; ABCB1 block: 1.0; Mcl1-Noxa inh: 1; Pf gametocyte: 2

Results for O=C(CSc1nc2ccccc2n1Cc1ccccc1Cl)N/N=C/c1ccccc1C(=O)O ?
RGS7-Gao: inconclusive; Avidin bead fluor: 4; RGS4-Gao reg: 98; Mcl1-Bid inh: -4; RGS8-Gao reg: 100; Mcl1-Noxa inh: 29; Pf gametocyte: 10

Results for CCOc1cc(/C=N/NC(=O)CSc2nncn2C)ccc1OC(=O)c1ccc(Cl)cc1 ?
RGS7-Gao: 92; Mcl-1 Bim block: 0; Avidin bead fluor: 8; RGS4-Gao reg: 93; ABCG2 block: 15; GSH bead fluor: 3; Mcl1-Bid inh: 2; RGS8-Gao reg: 82; ABCB1 block: 0.8; Mcl1-Noxa inh: 7; Pf gametocyte: -5

What do the screens show for `CSCCC(NS(=O)(=O)c1ccccc1F)C(=O)OCc1ccccc1Cl` (centres undefined)?
RGS7-Gao: 99; Mcl-1 Bim block: -2; Avidin bead fluor: 16; RGS4-Gao reg: 102; ABCG2 block: 21; GSH bead fluor: 11; Mcl1-Bid inh: -30; RGS8-Gao reg: 102; ABCB1 block: 2.4; Mcl1-Noxa inh: 17; Pf gametocyte: -3

What do the screens show for `N#Cc1cccc(C#N)c1Oc1ccc(S(=O)(=O)Nc2ccc(Cl)cc2)cc1`?
RGS7-Gao: inconclusive; Avidin bead fluor: 6; RGS4-Gao reg: 104; Mcl1-Bid inh: -2; RGS8-Gao reg: 103; Mcl1-Noxa inh: -2; Pf gametocyte: -5

Results for CCOc1cccc(OCCOCCN(C)Cc2ccccc2)c1 ?
RGS7-Gao: 97; Mcl-1 Bim block: 5; Avidin bead fluor: 12; RGS4-Gao reg: 102; ABCG2 block: 1; GSH bead fluor: 25; Mcl1-Bid inh: -23; RGS8-Gao reg: 101; ABCB1 block: 0.5; Mcl1-Noxa inh: -6

How did O=C(Nc1ccc(Cl)cc1F)c1cc(S(=O)(=O)N2CCCCC2)ccc1F do in these assays?
RGS7-Gao: 94; Mcl-1 Bim block: -4; Avidin bead fluor: 9; RGS4-Gao reg: 95; ABCG2 block: 0; GSH bead fluor: 23; Mcl1-Bid inh: -3; RGS8-Gao reg: 92; ABCB1 block: -0.1; Mcl1-Noxa inh: 14; Pf gametocyte: -17

How did CN(Cc1n[nH]c(=S)n1C)S(=O)(=O)c1ccccc1 do in these assays?
RGS7-Gao: 96; Mcl-1 Bim block: -5; Avidin bead fluor: 20; RGS4-Gao reg: 93; ABCG2 block: -3; GSH bead fluor: 18; Mcl1-Bid inh: -21; RGS8-Gao reg: 97; ABCB1 block: -0.5; Mcl1-Noxa inh: -11; Pf gametocyte: 2

Results for CN(C)/C=C/C(=O)c1cccc(C(F)(F)F)c1 ?
RGS7-Gao: 97; Mcl-1 Bim block: 0; Avidin bead fluor: 8; RGS4-Gao reg: 102; ABCG2 block: 1; GSH bead fluor: 14; Mcl1-Bid inh: -43; RGS8-Gao reg: 102; ABCB1 block: -0.1; Mcl1-Noxa inh: -2; Pf gametocyte: -2

Source: PubChem BioAssay (several laboratories)
